Coupling enz – counter-screen for Giardia aldolase inhibitors: coupling enzyme system | activity change, negative = inhibition, % at 58.2 µM, hits read low | coupling enzyme system counterscreen, AmpLite Red fluorescence | 290,000 compounds, 0.67% hits | AID 2472; in the data active = activity change below about -30%
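Coupling enzymes only (glyceraldehyde-3-phosphate) + compound, at 57.5 uM final, 10 min RT; add substrate/coupling/AmpLite Red mix, 20 min RT; fluorescence ex 525/em 598 nm. Actives flag coupling-system interference.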
Eya2 inh – blocks the phosphatase activity of human Eya2. O00167. recombinant Eya2, OMFP fluorescence dephosphorylation (OMFP is methylfluorescein phosphate). Potency, µM (series often up to 76.9 µM), without a hit: at the highest dose activity, negative = inhibition, actives largely listed as inhibitors. 330,000 compounds, 0.006% hits. AID 488837; note: potency is the fitted concentration of half-maximal effect
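Eya2 (0.2 uM) preincubated 10 min at ambient with compound, then OMFP substrate added at 50 uM; 10 min reaction in 50 mM HEPES pH 7.5, 50 mM NaCl, 5 uM MgCl2, 0.05% BSA, 1 mM DTT. Fluorescence read at Ex 485/Em 525 nm.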
BCR signal inh – chronic active BCR signaling inhibition; Potency, µM (doses to about 46.1 µM), for the others: at the highest dose ratio change, negative = lower green/red ratio, hits mostly inhibitors; ABC-DLBCL IkBa-CBG/CBR reporter, luminescence ratio, 4 h; 340,000 compounds, 0.05% hits; active = well fitted inhibition curve with a large enough effect in the signal ratio, with a control signal flat, not every such curve was filed as active; inconclusive = small, poorly fitted or top-dose-only effect, or effect the other way, or a change in a side signal; the % refers to the signal ratio;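 note: potency is the fitted concentration of half-maximal effect; plate controls were basal doxycycline-induced cells for no effect and cells given 10 µM MG132 for full effect; MG132 reads +100%, hits lower the ratio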
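TMD8 ABC-DLBCL cells carrying doxycycline-inducible green luciferase fused to IkappaBalpha plus unfused red luciferase were exposed to compounds (up to 46 uM) for 4 hrs at 37C. Activity came from the overlap-corrected green/red luminescence ratio.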
uPA generation – blocks generation of uPA at the cell surface. Potency, µM (top dose mostly 38.3 µM), without a hit: top-dose activity change, negative = inhibition, actives largely listed as inhibitors. cell surface uPA generation assay, qHTS. 330,000 compounds, 0.31% hits. AID 540303; active = well fitted inhibition curve with a large enough effect; inconclusive = small, poorly fitted or top-dose-only effect; inactive = no such curve, though single readings can be large or run the other way; tested in mouse RAW 264.7 cells; note: potency is the fitted concentration of half-maximal effect; nearly all actives have a fitted effect of over 55% in size
USP2a block – inhibitors of human ubiquitin-specific protease USP2a; 330,000 compounds, 0.01% hits; USP2 core, Ub-CHOP2 coupled fluorogenic reporter, 485/531; Potency, µM (highest dose often 38.3 µM), without a hit: at the highest dose activity change, negative = inhibition, most hits filed as inhibitors;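 note: potency is the fitted concentration of half-maximal effect; plate controls were DMSO wells for no effect and full inhibition by NEM control for full effect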
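USP2 core (10nM final) preincubated 30min RT with compound in 20mM Tris-HCl pH 8.0, 2mM CaCl2, 2mM beta-mercaptoethanol, 0.05% CHAPS; 25nM Ub-CHOP2 plus 25nM reporter substrate added, fluorescence (Ex485/Em531) read after 60min.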
Giardia killer – Giardia lamblia killing; Giardia lamblia trophozoite viability; activity change, % at 7.66 µM, hits read low; 340,000 compounds, 0.15% hits; AID 540267; in the data active = activity change below about -80%; inconclusive = between about -30% and that limit;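 note: parasites exposed to compound for two days anaerobically before the ATP read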
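ATP-content bioluminescence gauges trophozoite survival. Cells (100/well) receive compound and incubate anaerobically for 48 hrs at 37 deg C; detection reagent follows for 15-30 min at room temperature.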
KCNH2 3.1 inh – blocks the human KCNH2 3.1 channel isoform | U2OS KCNH2 3.1, thallium flux FluxOr; stronger effect = lower value | activity change, % (tested at about 1.8 µM) | 340,000 compounds, 0.95% hits | AID 720553;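 active = maximum activity change below -70%; inconclusive = maximum activity change from -70% to -50%; inactive = maximum activity change above -50%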;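 note: thallium influx rate constant from kinetic fluorescence after stimulation buffer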
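FluxOr-based Tl+ influx in U2OS cells transduced with KCNH2 3.1 virus; rate constants normalized to DMSO controls.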
KCNH2 WT inh – blocks the wildtype human KCNH2 potassium channel; U2OS, BacMam KCNH2, thallium flux FluxOr; stronger effect = lower value; activity change, % at 1.84 µM; 340,000 compounds, 0.37% hits; AID 720551;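 active = maximum activity change below -70%; inconclusive = maximum activity change between -70% and -50%; inactive = maximum activity change above -50%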
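U2OS cells were transduced with wild-type KCNH2 virus (2.03 x 10^8 / mL) for 4 h at room temperature, then cultured overnight at 37 C. Thallium flux was read with FluxOr dye. Rate constants were normalized to DMSO controls.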
B2AR arrestin – recruits beta-arrestin to the human beta2-adrenergic receptor; P07550; beta-arrestin recruitment to beta2AR, cell-based reporter; Potency, µM (doses to about 46.1 µM), for the others: at the top dose activation, usual class: activators; 330,000 compounds, 0.02% hits;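 note: potency is the fitted concentration of half-maximal effect; 0% = DMSO controls and full agonism = EC100 isoproterenol or metaproterenol; nearly all actives have a fitted effect of over 65% in size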
GALK inhibitor – galactokinase (human) inhibition. Purified GALK, Kinase-Glo residual ATP luminescence. Potency, µM (titrated, usually from 57.5 µM), without a hit: at the top dose activity change, negative = inhibition, actives largely listed as inhibitors. 270,000 compounds, 0.007% hits; note: potency is the fitted concentration of half-maximal effect
Target sequence (P51570 whole entry, looked up): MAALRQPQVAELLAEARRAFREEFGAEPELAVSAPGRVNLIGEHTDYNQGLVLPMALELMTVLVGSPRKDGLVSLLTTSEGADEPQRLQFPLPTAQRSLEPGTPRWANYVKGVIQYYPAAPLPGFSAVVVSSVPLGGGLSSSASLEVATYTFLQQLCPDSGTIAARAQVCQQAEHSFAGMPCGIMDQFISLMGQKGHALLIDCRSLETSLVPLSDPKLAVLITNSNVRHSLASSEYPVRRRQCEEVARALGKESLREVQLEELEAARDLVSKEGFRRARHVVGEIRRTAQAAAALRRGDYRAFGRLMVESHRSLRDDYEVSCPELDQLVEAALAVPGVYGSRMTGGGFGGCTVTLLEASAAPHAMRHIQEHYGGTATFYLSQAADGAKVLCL
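GALK at 5 nM final was combined with compound, 35 uM ATP and 100 uM galactose in HEPES pH8.0 with MgCl2 and DTT. The reaction ran one hour at room temperature before luminescent ATP detection.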
PKM2 act – increases activity of human pyruvate kinase M2. purified PKM2, Kinase-Glo ATP luminescence, activation; response scale: 0% is enzyme alone, no compound. Potency, µM (doses to about 57.5 µM), without a hit: top-dose activation, most hits filed as activators. 260,000 compounds, 0.34% hits; note: potency is the fitted concentration of half-maximal effect; nearly all actives have a fitted effect of over 55% in size
Target sequence (P14618 whole entry, looked up): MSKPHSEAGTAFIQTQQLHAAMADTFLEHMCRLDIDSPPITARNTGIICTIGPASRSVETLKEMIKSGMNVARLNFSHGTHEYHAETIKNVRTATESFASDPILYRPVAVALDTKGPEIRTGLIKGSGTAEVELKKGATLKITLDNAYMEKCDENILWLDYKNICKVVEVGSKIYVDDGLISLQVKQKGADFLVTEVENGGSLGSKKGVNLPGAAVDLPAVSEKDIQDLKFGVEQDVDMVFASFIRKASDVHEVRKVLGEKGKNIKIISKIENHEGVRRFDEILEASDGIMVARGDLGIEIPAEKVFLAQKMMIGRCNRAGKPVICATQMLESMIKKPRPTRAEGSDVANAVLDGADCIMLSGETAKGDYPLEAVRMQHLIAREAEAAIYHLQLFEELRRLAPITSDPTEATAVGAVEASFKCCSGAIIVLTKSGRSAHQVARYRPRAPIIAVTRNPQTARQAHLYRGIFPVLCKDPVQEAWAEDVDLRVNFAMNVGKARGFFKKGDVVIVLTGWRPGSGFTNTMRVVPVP
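hPK-M2, >95% pure; 0.1 mM ADP / 0.5 mM PEP final; imidazole pH7.2 buffer w/ 7 mM MgCl2, 50 mM KCl; 1 h RT; Kinase-Glo lum. Intermediate enzyme activity for dual inhibitor/activator qHTS.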
The depositor's hits bear a star; ? = inconclusive; / = no result given; & = joins results of further samples; [ ] = dose if it differs, or a comment. Unless noted, calls come from the whole dose curve; as a rule, active = well fitted curve in the direction sought with a large enough effect; inconclusive = small, poorly fitted or top-dose-only effect, or another doubt; inactive = no such curve, though single readings can be large; an effect the other way counts as inactive or inconclusive. Unless noted, % is set by controls: 0 for no effect and ±100 for the full control effect.

structure | KCNH2 3.1 inh | Giardia killer | PKM2 act | uPA generation | Eya2 inh | KCNH2 WT inh | Coupling enz | BCR signal inh | USP2a block | GALK inhibitor | B2AR arrestin
CC1(C)C(C=C(Cl)Cl)C1C(=O)N(Cc1ccc(Cl)cc1)C1CCS(=O)(=O)C1 (configuration not stated) | -1 | 6 | -5% | -2% | -3% | -1 | -1 | ? | -8% | 1% | 0.1%
Cc1cccc2c(=O)c(-c3ccc(Cl)cc3)c(NC(=O)c3ccco3)oc12 | -5 | 17 | / | 4% | -2% | 9 | -2 | -1% | 6% | -2% | -0.2%
O=C(Nc1cccc(S(=O)(=O)N2CCOCC2)c1)c1ccco1 | -6 | -12 | 4% | -1% | -4% | 4 | 3 | ? | -1% | -1% | -0.2%
C[C@@H]1CN(C(=O)c2nc3ccc(Cl)cn3c2CN[C@H]2CCCCNC2=O)C[C@H](C)O1 | -2 | 10 | 1% | 1% | -4% | 10 | -2 | 2% | -1% | 5% | 0.2%
CC(=O)c1cc2c(cc1NS(=O)(=O)c1ccccc1F)OCO2 | -2 | 4 | -3% | -1% | -6% | 3 | 2 | 0% | 2% | 0% | -0.4%
CCC(=O)c1c[nH]c(C(=O)NCC2CCCO2)c1 (configuration not stated) | -7 | -9 | 2% | 4% | -8% | -4 | 0 | 8% | 3% | 0% | 0.1%
COc1cc(/C=C(\C#N)c2[nH]nc(N)c2C#N)cc(OC)c1O | -7 | 4 | 0% | 0% | 21% | 6 | 1 | -22% | 6% | 3% | -0.2%
CC(Cc1ccccc1)C(=O)N(C)Cc1ccccc1 (configuration not stated) | -10 | -17 | 0%&-2% | -7% | 1% | 1 | 1&-1 | 0% | -2% | / | -0.3%
COc1ccc(NC(=S)Nc2ccc(Oc3ccccc3)cc2)cc1 | 16 | 8 | 6% | -1% | 24% | 8 | 14 | -4% | -5% | -1% | -0.2%
CC(=O)Nc1ccc(C(=O)OCCc2ccccc2)cc1 | -3 | 9 | -1% | -2% | 2% | 1 | 0 | ? | 1% | -2% | -1.5%
CCN(CC)CCCNC(=S)N(Cc1cccnc1)Cc1cc2cc(C)cc(C)c2[nH]c1=O | -5 | -4 | 1% | -4% | 4% | 5 | 4 | -4% | 10% | 0% | 0.2%
Cc1cc(C)n2nc(-c3ccc(Cl)cc3)cc2n1 | 8 | -18 | / | -7% | 15% | 10 | -2 | 6% | 0% | 2% | -0.9%
CC(=O)c1ccc(N(CC(=O)NCC2CCCO2)C(=O)CCC(=O)Nc2cc(C)on2)cc1 (configuration not stated) | 12 | 32[activator] | -4% | -8% | 1% | -9 | 1 | -3% | 1% | 9% | -0.7%
NC(=O)N/N=C/c1cn(CC(=O)Nc2ccc(F)cc2)c2ccccc12 | 13 | 6 | -1% | 8% | 12% | -2 | 0 | -16% | -2% | / | -0.7%
Cn1c(O)c(N=NC(=O)c2cccc(S(=O)(=O)N3CCCCC3)c2)c2ccccc21 | 5 | 9 | 0% | -8% | 7% | 31 | 2 | 2% | -1% | 0% | -1.4%
C[C@H](NC(=O)[C@@H]1CSC2c3ccccc3C(=O)N21)C(=O)NCCc1ccccc1 (some centres not stated) | -1 | -24 | / | -3% | 0% | 4 | / | -9% | 1% | 0% | 0.4%
COc1ccc(C(=O)O/N=C(\N)c2ccccc2)cc1OC | 1 | -8 | / | -17% | 11% | 6 | 0 | ? | 0% | -2% | 0.4%
COc1ccc(-c2[nH]ncc2CN2CCCO2)cc1F | 14 | 14 | -2% | -1% | -2% | -4 | -1 | 4% | 2% | 1% | -0.7%
COc1cc(CN2CCC(n3nccc3NC(=O)C3CCOC3)CC2)ccc1F (configuration not stated) | 5 | -6 | -3% | 11% | 5% | 20 | / | 1% | -2% | -5% | -0.4%
O=C(N/N=C/c1c[nH]c2ccccc12)c1ccccc1Cl | 5 | 14 | / | 0% | 8% | -5 | -8 | ? | 2% | 1% | 2.4%
O=C(Cc1cccc(C(F)(F)F)c1)NCc1cccc(Cl)c1 | 1 | -10 | -1% | 2% | -5% | -4 | 2 | 8% | 5% | 1% | -0.1%
CN(C)c1ccc(NC(=O)c2cccc(C(=O)Nc3ccc(N(C)C)cc3)n2)cc1 | -1 | -18 | 0% | -5% | -15% | -7 | -7 | -2% | -7% | 2% | -0.8%
Cc1ccccc1OCC(=O)NCCNC(=O)c1ccncc1 | 10 | 13 | / | 3% | 16% | 10 | 1 | -4% | 1% | 7% | -0.4%
N/C(=N\N=C\c1ccc(O)cc1)c1nonc1N | -4 | 20 | -9% | -10% | -8% | -10 | 4 | ? | 0% | 7% | -0.1%

Complete entries from above. Order of values: KCNH2 3.1 inh | Giardia killer | PKM2 act | uPA generation | Eya2 inh | KCNH2 WT inh | Coupling enz | BCR signal inh | USP2a block | GALK inhibitor | B2AR arrestin
`COc1cc(CN2CCC(n3nccc3NC(=O)C3CCOC3)CC2)ccc1F` (configuration not stated) is listed as 5 | -6 | -3% | 11% | 5% | 20 | / | 1% | -2% | -5% | -0.4%
`C[C@H](NC(=O)[C@@H]1CSC2c3ccccc3C(=O)N21)C(=O)NCCc1ccccc1` (some centres not stated) is listed as -1 | -24 | / | -3% | 0% | 4 | / | -9% | 1% | 0% | 0.4%

(more compounds)
structure | KCNH2 3.1 inh | Giardia killer | PKM2 act | uPA generation | Eya2 inh | KCNH2 WT inh | Coupling enz | BCR signal inh | USP2a block | GALK inhibitor | B2AR arrestin
CN1CCN(CC(=O)Nc2c(C#N)cnn2-c2ccccc2)CC1 | -2 | 8 | 4% | 1% | 9% | 0 | 2 | 1% | 1% | -2% | 0.0%
Cc1ccc(C23CC4CC(CC(NC(=O)N5CCN(C)CC5)(C4)C2)C3)cc1 | 2 | -13 | 4% | 0% | -40% | -7 | 1 | 3% | 3% | 0% | -0.1%
CC(C)(C)NC(=O)c1cc(NC(=O)c2cccs2)cc(NC(=O)c2cccs2)c1 | -13 | -4 | 8% | 2% | -3% | -4 | -2 | 6% | -2% | 0% | 0.3%
CCOC(=O)[C@H](O)[C@@H](O)c1cccc([C@H](O)[C@@H](O)C(=O)OCC)c1 | 0 | 8 | -2% | -3% | -3% | -12 | 7 | 2% | 2% | / | -0.8%
O=C(CNc1cccc([N+](=O)[O-])c1)NCCCc1ccccc1 | 3 | 47[activator] | -2% | 0% | -10% | 3 | -1 | 9% | 0% | 15% | 0.2%
C[C@@H]1COC(=O)[C@@H](CC(=O)OC(C)(C)C)C/C=C\C[C@@H](CC(=O)N[C@H](CO)Cc2ccccc2)C(=O)N1 | 1 | 9 | / | 4% | 6% | 2 | / | 1% | 3% | / | 0.4%
C[C@H](CO)N1C[C@H](C)[C@@H](CN(C)CC2CCCCC2)Oc2c(NC(=O)CCC(F)(F)F)cccc2C1=O | 8 | 17 | / | -11% | 5% | -2 | / | 0% | -3% | / | 0.3%
O=C(Cn1ncc2c3ccccc3n(Cc3cccc(Cl)c3)c2c1=O)NCC1CCCO1 (configuration not stated) | -9 | -1 | / | 0% | 13% | 7 | 1 | 6% | 11% | -1% | -0.9%
Cc1ccc2nc(NC3=NC(CC(=O)O)C(=O)N3)nc(C)c2c1 (configuration not stated) | / | / | -16% | / | -5% | / | 2 | ? | -1% | -1% | 0.5%
Cc1c(C(=O)N2CCN(c3ccc([N+](=O)[O-])cc3)CC2)sc2ncn(CC(=O)N3CCOCC3)c(=O)c12 | 1 | -15 | / | 0% | -7% | 1 | -1 | ? | 3% | -2% | -0.3%
Cc1occc1C(=O)N/N=C/C1=C(N2CCOCC2)C(=C\c2ccc(Cl)cc2)/CC1 | 0 | 9 | 1% | -11% | -16% | -2 | -1 | -1% | 0% | 0% | 0.4%
Cn1cc(-c2nnnn2-c2ccc(Cl)cc2)c(=O)c2ccccc21 | -2 | 4 | 4% | 0% | 30% | 9 | 2 | 9% | 1% | 0% | -0.7%
Cc1ccc(-c2nc(CS(=O)CC(=O)NCCC(C)C)c(C)o2)cc1 (configuration not stated) | 9 | 22 | 10% | -6% | 4% | -13 | 1 | ? | -1% | 4% | -0.2%
CC1(C)Cc2c(cnn2-c2cccc(F)c2)C(NC(=O)CCN2CCCC2=O)C1 (configuration not stated) | / | 22 | 1% | -1% | 5% | 17 | 1 | -2% | -2% | 3% | 0.4%
CC(C)C(NC(=O)c1c(F)cccc1F)C(=O)N1CCN(S(=O)(=O)/C=C/c2ccccc2)CC1 (configuration not stated) | -15 | -4 | / | -13% | -12% | 12 | / | 3% | -1% | / | -0.1%
C=CCNC(=O)c1ccc(NC(=O)CC2SC(N3CCCC3)=NC2=O)cc1 (configuration not stated) | 6 | 9 | / | 5% | 2% | 0 | / | -4% | 2% | / | 0.0%
COc1ccc(OCc2nnc(SCC(=O)NCc3ccco3)o2)cc1 | 2 | -12 | -5% | 1% | -3% | -8 | 1 | 2% | 3% | -3% | -0.2%
CC(C)CNc1nc(Oc2ccc(=O)n(-c3ccccc3)n2)nc(N2CCOCC2)n1 | 2 | -22 | -3% | 0% | 7% | 0 | 3 | -12% | -1% | 0% | 0.2%
